Screening results: PubChem, The Scripps Research Institute Molecular Screening Center
TDP2 absorb: human TDP2 enzyme inhibitors, primary screen, biochemical, epi absorbance, recombinant enzyme. Tyrosyl-DNA phosphodiesterase 2 (Homo sapiens), O95551. T5PNP hydrolysis, p-nitrophenol absorbance 415 nm. inhibition, % at 12.8 µM. 370,000 tested, 0.34% active. AID 720702, 2013;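 active means inhibition above the mean of all tested compounds plus 3 SD, set per campaign, cut at about 25% in these data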;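 further: 0% = DMSO with enzyme and 100% = buffer with substrate but no TDP2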
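Assay system: Recombinant human TDP2 | Quantity: 120 nM TDP2 per well | Incubation: 2 h at 37 °C | Signal: Epi absorbance | Evaluation: Percent inhibition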
TCR-CD3 inh: inhibitors of human TCR-CD3 interaction, primary screen, biochemical, fluorescence, TAMRA-labeled TCR probe | 360,000 tested, 0.37% active | inhibition, % at 9.4 µM | AID 651800, 2012 | T-cell receptor (TCR); in the data active means inhibition above about 19%;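 further: recombinant mutant TCR 2C K166C tagged with TAMRA read by polarization; 0% = receptor in buffer alone and 100% = receptor with positive control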
UHRF1 MBD2 ctr: UHRF1 methylated DNA binding inhibitors, primary screen, counter-screen for MBD2 inhibitor project, biochemical, TR-FRET, human UHRF1, single concentration. E3 ubiquitin-protein ligase UHRF1 (Homo sapiens), Q96T88. UHRF1 binding to methylated oligo. inhibition, % at 4.4 µM. 370,000 tested, 0.75% active; in the data active means inhibition above about 21%;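 further: UHRF1 SRA domain binding a hemimethylated CpG hairpin DNA probe; 0% = median of test compound wells and 100% = reference inhibitor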
Target sequence (Q96T88 whole entry, looked up, the tested form may be a part): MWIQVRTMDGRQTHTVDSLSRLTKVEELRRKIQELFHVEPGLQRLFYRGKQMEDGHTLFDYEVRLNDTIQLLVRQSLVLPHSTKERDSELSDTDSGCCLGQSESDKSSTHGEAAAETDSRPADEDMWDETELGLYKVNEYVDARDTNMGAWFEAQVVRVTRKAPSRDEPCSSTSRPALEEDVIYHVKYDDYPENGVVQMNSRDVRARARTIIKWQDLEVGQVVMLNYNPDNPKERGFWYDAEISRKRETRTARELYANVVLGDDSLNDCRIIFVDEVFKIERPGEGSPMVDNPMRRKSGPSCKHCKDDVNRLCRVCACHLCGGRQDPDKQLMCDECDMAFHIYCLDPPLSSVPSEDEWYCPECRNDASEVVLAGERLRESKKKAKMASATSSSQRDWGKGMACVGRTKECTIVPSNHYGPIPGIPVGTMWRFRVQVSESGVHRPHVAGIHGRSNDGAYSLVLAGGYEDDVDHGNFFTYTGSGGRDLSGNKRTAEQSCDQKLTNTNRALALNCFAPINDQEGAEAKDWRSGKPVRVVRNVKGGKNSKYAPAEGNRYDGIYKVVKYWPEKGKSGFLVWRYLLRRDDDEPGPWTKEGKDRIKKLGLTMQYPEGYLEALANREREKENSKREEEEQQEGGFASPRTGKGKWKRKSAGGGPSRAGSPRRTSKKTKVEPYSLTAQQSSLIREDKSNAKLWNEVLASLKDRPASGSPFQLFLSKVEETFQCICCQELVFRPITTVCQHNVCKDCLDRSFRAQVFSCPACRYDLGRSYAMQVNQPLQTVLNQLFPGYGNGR
mABHD4 FP: ABHD4 inhibitors, primary screen, biochemical, fluorescence polarization, mouse; (Lyso)-N-acylphosphatidylethanolamine lipase (Mus musculus), Q8VD66; purified mABHD4, FP-Rh probe fluorescence polarization; 370,000 tested, 0.54% active; inhibition, % at 8.92 µM;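 active means inhibition exceeding the mean over every tested compound plus 3 SD, cut at about 30% in these data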;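 further: 0% = plate median of compound wells and 100% = S159A mutant with DMSO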
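Assay system: mABHD4 protein; medium: HEPES pH 7.0, NaCl, Pluronic buffer; dosing: 8.92 µM, single dose; schedule: 45 min + 60 min at 25 °C; signal: FP readout, ex 525 nm / em 598 nm; read-out: normalized percent inhibition of probe labeling; repeats: single replicate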
PG9 binder: binders of HIV-1 gp120 antibody PG9, primary screen, biochemical, TR-FRET; TR-FRET gp120-PG9 antibody binding; HIV-1 gp120 / PG9 antibody interaction; 360,000 tested, 0.43% active; inhibition, % at 6.7 µM; AID 624416, 2012; in the data active means inhibition above about 8.5%
SIAE inh: human SIAE inhibitors, primary screen, biochemical, fluorescence polarization, FP-Rh probe, 1536-well HTS; SIAE FP-Rh probe binding; inhibition, % at 9.66 µM; 370,000 tested, 0.69% active; AID 1053197, 2014;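 active means inhibition above a cutoff: mean of compounds within the control limits plus 3 SD of those, cut at about 17% in these data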;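 further: 0% = plate median of compound wells and 100% = probe without SIAE protein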
PRMT1 FP inh: PRMT1 methyltransferase inhibitors, primary screen, biochemical, fluorescence polarization; Protein arginine N-methyltransferase 1 (Homo sapiens), Q99873; recombinant PRMT1, activity-based probe fluorescence polarization; inhibition, % at 2.79 µM; 370,000 tested, 1.3% active; AID 652257, 2013;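 active means inhibition above about 21% made by adding two undisclosed values, limit read from the data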
LEDGF integ inh: blockers of LEDGF/p75-dependent integrase strand transfer – biochemical, TR-FRET, high throughput, primary screen; HIV-1 integrase (with human LEDGF/p75); TR-FRET IN-LEDGF/p75 DNA integration, Eu/Cy5; inhibition, % at 3.7 µM; 370,000 tested, 0.64% active; AID 743269, 2014;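 active means inhibition above the screen-wide mean plus 3 SD, cut at about 13% in these data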;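 further: signal is the Cy5 over europium emission ratio at 671 and 618 nm; 0% = plate median of compound wells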
Tn7 DDE FP: inhibitors of Tn7 peptide binding to fibrin DD(E), primary screen, biochemical, fluorescence polarization, human fibrin, Tn7 probe. FP displacement of FITC-Tn7 peptide from fibrin DD(E); 0% = median of compound wells per plate. Fibrinogen beta chain (Homo sapiens), P02675. 370,000 tested, 0.13% active. AID 720508, 2013. inhibition, % at 8.3 µM;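 active means inhibition above the mean of compounds falling within the control limits plus 3 SD of them, cut at about 14% in these data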;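 further: 0% = plate median of compound wells and 100% = 10 µM Aha-Tn7 peptide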
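Measure: % inhibition scaled between sample-field median and high-control FP; Test system: human fibrin DD(E); Quantity: 2 µM final DD(E) protein; Doses: one dose, 8.3 µM nominal; Schedule: compound with protein 10 min, then 3 h after probe, room temperature; Detection: fluorescence polarization; Medium: Tris buffer with calcium and detergent, pH 7.8.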
HTRA1 inhibitor: HTRA1 serine protease inhibitors, primary screen, biochemical, fluorescence polarization, HTS; Q92743; recombinant HTRA1, FP-rhodamine activity-based probe; inhibition, % at 5.96 µM; 340,000 tested, 0.5% active; AID 504803, 2011; in the data active means inhibition above about 36%;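 further: 0% = enzyme with DMSO and 100% = wells lacking enzyme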
The depositor's hits bear a star; x = not tested or not shown.

canonical_smiles,TDP2 absorb,TCR-CD3 inh,UHRF1 MBD2 ctr,mABHD4 FP,PG9 binder,SIAE inh,PRMT1 FP inh,LEDGF integ inh,Tn7 DDE FP,HTRA1 inhibitor
CCC(c1nnnn1CCOC)N1CCN(Cc2ccccc2)CC1 (centres undefined),12,4,1,5,-1.1,3,-3,-1,-5,4
COc1ccc(C(=O)NNC2=C(C(=O)C(F)(F)F)CCC2)cc1,14,0,-3,5,-2.3,-1,-7,3,10,x
COc1ccc(S(=O)(=O)N2CCCC(C(=O)NCC3CCCO3)C2)cc1OC (centres undefined),5,-9,0,7,-0.2,0,0,-2,-6,10
CC(=O)Nc1ccc(-c2ccnc3c2CC(C(=O)NCc2ccc(N4CCN(C)CC4)cc2)O3)cc1 (centres undefined),-5,-1,4,-13,-1.2,-10,-4,7,0,x
Cc1cc(C)[n+]2[nH]c(N)c(N=Nc3ccccc3)c2n1,0,-3,-5,8,-9.1,10,0,1,-4,-1
O=Cc1c(NCc2ccco2)nc2ccccn2c1=O,-2,-2,0,13,-1.7,-18,6,-4,-3,4
CC(=O)c1cccc(-c2ccnc3c2CC(C(=O)NCc2cccs2)O3)c1 (centres undefined),2,0,1,4,0.3,0,-2,-1,-6,x
Cc1ccc(C)c(S(=O)(=O)N2CCN(C(=O)C(C)Sc3ccccc3)CC2)c1 (centres undefined),9,-6,3,5,0.2,-3,0,-2,-2,-7
C#CCOCCOCCOCCNc1nc(N2CCN(C(=O)[C@H](CCCCN)n3cc([C@@H](N)CC(N)=O)nn3)CC2)nc(N2CCN(C(=O)[C@H](CCCCN)n3cc([C@@H](N)CC(N)=O)nn3)CC2)n1,2,-4,14,4,-0.4,2,4,-3,5,-1
Cc1cccc(N2CCN(C(=O)CCCn3c(=S)[nH]c4cc5c(cc4c3=O)OCO5)CC2)c1C,-3,-4,-2,4,4.8,1,0,-1,-3,7
Cc1ccc(S(=O)(=O)CC(=O)N(CCCN2CCOCC2)c2nc3c(F)cccc3s2)cc1,6,-6,1,8,1.9,1,-1,-3,3,-4
CCOC(=O)C1CCCN(C(=O)c2cc(Nc3ccc(OC)c(OC)c3)nc3ccccc23)C1 (centres undefined),4,-1,-2,7,0.8,12,0,0,5,7
NC1=C([N+](=O)[O-])C(c2ccc(F)cc2)C2=C(CCCC2=O)O1 (centres undefined),2,2,12,-7,-3.8,-4,9,-5,1,-2
Cc1ccc(S(=O)(=O)NCCCCCC(=O)Nc2cccc(C)c2)cc1,1,2,-3,-4,0.4,-3,-3,0,7,-17
CN1CCN(S(=O)(=O)Cc2ccc(Cl)cc2)CC1,-2,-3,5,6,-0.7,-1,-2,0,-3,4
CCOc1ccc(NC(=O)CCC(=O)NNC(=O)COc2ccccc2C)cc1,-1,-3,2,6,-0.4,5,5,0,4,x
CCOC(=O)C1=CCN(S(=O)(=O)c2ccccc2C)C1c1ccc(Cl)cc1 (centres undefined),-8,0,-3,1,-1.1,-6,-2,0,0,x
COc1ccc(S(=O)(=O)NN=C2CCCC2)cc1,7,1,0,7,1.1,6,4,-2,-6,-7
CC1CN(S(=O)(=O)c2cccc(-c3csc(-c4ccccc4)n3)c2)CC(C)O1 (centres undefined),-1,1,-2,-26,-0.5,-14,2,-2,7,-30
O=C(Cc1cccs1)NNC(=S)NCc1ccc(Cl)cc1,-8,6,2,8,1.6,2,-1,-3,1,-5
CCC(=O)N1N=C(c2ccccc2)CC1c1ccc([N+](=O)[O-])cc1 (centres undefined),2,-3,-1,-1,-0.4,-5,1,-1,-3,4
O=C(C(=O)N1CCC(CNS(=O)(=O)c2cccc3ccccc23)CC1)c1cccs1,3,4,0,-2,0.2,-4,3,-5,8,x
CCN(CC)CCNC(=O)C1(O)c2cc(Br)ccc2NC(=O)N1c1c(F)cccc1F (centres undefined),-4,1,5,2,0.1,-4,0,-2,1,4
CCC(C)Sc1nc2c(c(=O)[nH]c(=O)n2C)n1CCc1ccccc1 (centres undefined),4,-3,17,-4,-2.4,2,0,2,6,4
Cc1ccc(-n2ncc3c(NCc4ccccc4)ncnc32)cc1,-3,-7,-6,-9,-0.8,-3,-1,-1,0,-3
O=C(CSc1ccc([N+](=O)[O-])cn1)Nc1ccccc1N1CCOCC1,2,6,1,3,-0.4,6,-3,1,5,4
O=c1[nH]c2cc([N+](=O)[O-])ccc2c2ccc([N+](=O)[O-])cc12,3,-4,-7,0,-0.1,-1,-6,4,2,5
O=C(Nc1ccccc1N1CCCC1)c1ccc2c(c1)OCO2,3,1,1,3,-3.5,-4,0,2,-2,-5
N=c1c(S(=O)(=O)c2ccccc2)cc2c(=O)n3ccccc3nc2n1CCCN1CCOCC1,0,-2,-4,5,0.7,0,3,2,-5,1
Cc1ccc(Cl)cc1N1CCN(C(=O)C2CCN(c3nnc(-n4cccc4)s3)CC2)CC1,1,3,0,-2,-1.0,5,-4,-3,0,-16

Some of these compounds in order of the SIAE inh value, descending:
SMILES,SIAE inh
COc1ccc(S(=O)(=O)NN=C2CCCC2)cc1,6
Cc1ccc(Cl)cc1N1CCN(C(=O)C2CCN(c3nnc(-n4cccc4)s3)CC2)CC1,5
C#CCOCCOCCOCCNc1nc(N2CCN(C(=O)[C@H](CCCCN)n3cc([C@@H](N)CC(N)=O)nn3)CC2)nc(N2CCN(C(=O)[C@H](CCCCN)n3cc([C@@H](N)CC(N)=O)nn3)CC2)n1,2
Cc1cccc(N2CCN(C(=O)CCCn3c(=S)[nH]c4cc5c(cc4c3=O)OCO5)CC2)c1C,1
O=c1[nH]c2cc([N+](=O)[O-])ccc2c2ccc([N+](=O)[O-])cc12,-1
Cc1ccc(C)c(S(=O)(=O)N2CCN(C(=O)C(C)Sc3ccccc3)CC2)c1 (centres undefined),-3
CCN(CC)CCNC(=O)C1(O)c2cc(Br)ccc2NC(=O)N1c1c(F)cccc1F (centres undefined),-4

Limited to SIAE inh and HTRA1 inhibitor, for some of the entries so far:
structure,SIAE inh,HTRA1 inhibitor
O=C(C(=O)N1CCC(CNS(=O)(=O)c2cccc3ccccc23)CC1)c1cccs1,-4,x
Cc1ccc(S(=O)(=O)NCCCCCC(=O)Nc2cccc(C)c2)cc1,-3,-17

Continuation:
canonical_smiles,TDP2 absorb,TCR-CD3 inh,UHRF1 MBD2 ctr,mABHD4 FP,PG9 binder,SIAE inh,PRMT1 FP inh,LEDGF integ inh,Tn7 DDE FP,HTRA1 inhibitor
CCOC(=O)c1cc(-c2ccccc2)nc2nc(N(CC)CC)sc12,-11,-3,5,-9,-0.1,-13,5,-7,4,-64
COc1ccc(Oc2cccc(Cl)c2CNC(=O)c2ccccc2C(=O)O)cc1,16,7,0,1,0.0,10,-4,-3,1,x
COC(=O)c1ccc(NC(=O)CN2C(=O)CNC2=O)cc1,-5,3,2,9,-0.6,-7,-2,-1,-10,3
CCc1nn(C(C)C(=O)NCc2ccc(Cl)cc2)c(=O)c2cc3occc3n12 (centres undefined),0,0,-4,0,0.6,5,-2,-1,-2,0
Cn1cnnc1SCC(=O)Nc1nc(-c2ccccc2)cs1,-2,9,-2,-7,0.2,3,0,0,0,x
C(=C\c1ccccc1)/CN1CCN(C(c2ccccc2)c2nnnn2-c2ccc3c(c2)OCCO3)CC1 (centres undefined),-18,-5,2,-9,3.2,-1,-4,5,-1,x
COc1cc(C(=O)Nc2ccc(NC(C)=O)cc2)ccc1OCc1ccccc1,7,5,2,7,0.5,2,6,2,-7,0
O=C1CCCC2=C1C(c1ccccc1)CC(=O)N2c1ccc(F)cc1F (centres undefined),6,-2,1,-6,-1.8,1,0,2,-1,-2
O=[N+]([O-])c1cccc(C2CC(c3ccccc3)=NN2c2ccccc2)c1 (centres undefined),-6,-2,4,-1,-1.4,-1,4,0,9,6
O=C1NC2(CCCCC2)C(=O)N1CC(=O)N(Cc1ccccc1)c1ccccc1,-6,5,1,1,-1.9,3,0,2,2,3
C=CCNC(=O)C1CC(=O)N(c2ccc(OCC(=O)N3CCCC3)cc2)C1 (centres undefined),15,0,2,-8,-0.4,0,-1,3,-2,9
CC1Cc2ccccc2N1C(=O)CN1C(=O)CN(C)C(=O)c2ccccc21 (centres undefined),-14,-6,1,-9,-0.4,-3,-2,3,-6,4
CC(=O)NCCn1c(SCc2cc(=O)n3cc(Cl)ccc3n2)nc2ccccc2c1=O,3,-1,2,-2,0.7,1,-2,-1,9,8
COc1ccccc1NC(=O)Cc1nnc(SCC(=O)Nc2ccccc2F)n1C,-4,5,-1,1,0.6,8,-2,1,-6,-1
CC(=O)c1ccc(C(=O)NC2CCCN(Cc3ccccc3F)C2)s1 (centres undefined),0,2,0,-7,-1.0,7,0,-1,5,-5
Cc1cc(C(=O)NNC(=O)Nc2ccc(Cl)cc2)no1,-14,2,-1,2,-1.0,-2,4,-2,5,x
CCOc1cc(C2C3=C(CCCC3=O)N(C)C3=C2C(=O)CCC3)cc(Cl)c1O,0,2,-3,4,1.2,6,4,1,3,21

Five compounds drawn at random from the list so far, as already listed:
canonical_smiles,TDP2 absorb,TCR-CD3 inh,UHRF1 MBD2 ctr,mABHD4 FP,PG9 binder,SIAE inh,PRMT1 FP inh,LEDGF integ inh,Tn7 DDE FP,HTRA1 inhibitor
O=C1CCCC2=C1C(c1ccccc1)CC(=O)N2c1ccc(F)cc1F (centres undefined),6,-2,1,-6,-1.8,1,0,2,-1,-2
CCOc1ccc(NC(=O)CCC(=O)NNC(=O)COc2ccccc2C)cc1,-1,-3,2,6,-0.4,5,5,0,4,x
O=C(Nc1ccccc1N1CCCC1)c1ccc2c(c1)OCO2,3,1,1,3,-3.5,-4,0,2,-2,-5
COc1ccc(Oc2cccc(Cl)c2CNC(=O)c2ccccc2C(=O)O)cc1,16,7,0,1,0.0,10,-4,-3,1,x
Cc1ccc(S(=O)(=O)CC(=O)N(CCCN2CCOCC2)c2nc3c(F)cccc3s2)cc1,6,-6,1,8,1.9,1,-1,-3,3,-4
